aSyn 5UTR inh: 5' untranslated region of α-synuclein, MLPCN primary screen; inhibition, % (tested at 7.5 µM); AID 1813; 300,000 tested, 0.82% active; alpha-synuclein 5'UTR reporter, inhibitor activity; in the data active = inhibition above about 60%; inconclusive = no clear call, values can overlap the other calls;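 note: H4 neuroglioblastoma cells stably carrying SNCA 5'UTR luciferase fusion; 0% = DMSO wells and 100% = positive control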
KLF5 inhibitor: suppresses KLF5 promoter-driven expression. DLD-1 KLF5 promoter-luciferase reporter, luminescence. 290,000 tested, 0.23% active. inhibition, % at 5 µM;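 active = inhibition above a per-plate limit of that plate's mean compound inhibition plus 3 SD, cut at about 60% in these data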;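 note: 0% = DMSO wells and 100% = LY294002 at 200 µM; higher means less KLF5 promoter-driven luciferase light; inactives centre near -14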
HSP90 refold inh: HSP90 refolding inhibition in rabbit reticulocyte lysate; luciferase refolding luminescence, 3 h; inhibition, % at 5.6 µM; 290,000 tested, 0.91% active; AID 1789;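 active = inhibition above the screen-wide mean plus 3 SD, computed separately per campaign, cut at about 16% in these data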;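 note: 0% = DMSO wells and 100% = 60 µM geldanamycin wells; inhibitors lower the luminescence because luciferase stays unfolded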
HSF-1 act: increases HSF-1 driven luciferase reporter signal | NIH3T3-HGL HSF-1 luciferase reporter, MG132, 8 h; 100% = twice DMSO control signal | activation, % at 9 µM | 300,000 tested, 1.7% active | AID 504408;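 active = mean replicate activation of at least 50% with a set share of replicates each reaching 50%; inconclusive = only one of those two conditions met; inactive = mean below 50% and too few replicates reaching it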;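 note: 0% = median of the neutral control wells and 100% = twice that signal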
GSK3 alpha inh: inhibitors of human GSK-3 alpha kinase | P49840 | 320,000 tested, 0.1% active | inhibition, % at 10 µM | AID 2650 | ADP-Glo luminescence, 60 min;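 in the data active = inhibition above about 50%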;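 note: GST-tagged GSK-3 alpha with peptide substrate and 25 µM ATP; 0% = DMSO neutral wells and 100% = GW8510 positive control wells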
Target sequence (P49840 whole entry, looked up): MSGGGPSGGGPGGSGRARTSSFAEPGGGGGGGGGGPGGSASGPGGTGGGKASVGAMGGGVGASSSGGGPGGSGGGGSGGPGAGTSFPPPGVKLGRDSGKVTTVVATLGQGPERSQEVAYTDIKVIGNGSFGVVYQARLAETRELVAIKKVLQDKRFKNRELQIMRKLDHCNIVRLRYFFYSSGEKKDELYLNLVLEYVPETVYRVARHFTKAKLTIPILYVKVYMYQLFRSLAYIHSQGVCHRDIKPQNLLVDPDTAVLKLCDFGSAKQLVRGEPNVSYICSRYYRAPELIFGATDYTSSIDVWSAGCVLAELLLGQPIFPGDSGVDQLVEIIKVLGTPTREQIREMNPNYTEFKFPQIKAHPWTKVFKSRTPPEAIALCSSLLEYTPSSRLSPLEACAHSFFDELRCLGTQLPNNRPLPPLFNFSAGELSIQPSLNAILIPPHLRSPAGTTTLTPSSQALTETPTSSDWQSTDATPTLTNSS
HSF1 inhib: HSF1 inhibition | 300,000 tested, 0.77% active | activity change, negative = inhibition, % at 7.5 µM (by protocol) | NIH3T3-HGL HSE-luciferase, MG132-induced, luminescence 8 h; hits give low values | AID 2098;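 active = more than half of replicate wells show activity change below -50%, luminescence cut by over half; inconclusive = some wells, but at most half, below -50%; inactive = no replicate well below -50%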;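 note: luciferase reports HSF-1 transcriptional activity via heat shock element; 0% = median of DMSO wells and -100% = zero luminescence signal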
AI-2 QS mod: modulators of Vibrio harveyi AI-2 quorum sensing system. Vibrio harveyi JMH597 AI-2 luminescence/OD600 ratio, 9 h; hits give low values; strain lacks LuxN and CqsS sensors; 0 = neutral-control median. activity change, % at 7.5 µM. 300,000 tested, 0.4% active; in the data active = activity change below about -75%, passing the limit was not always enough; inconclusive = no clear call, values can overlap the other calls;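 note: luminescence divided by OD600 gain over 9 h not by final OD600 alone; inactives centre near 13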
GSK3beta inhib: blocks human GSK3beta kinase activity | P49841 | GST-GSK3beta kinase, ADP-Glo luminescence, 60 min; hits give low values | activity score (negative = inhibition), % at 10 µM | 300,000 tested, 0.038% active;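 active = more than half of replicate wells score below -50%, meaning over 50% inhibition versus plate controls; inconclusive = some replicates but at most half score below -50%; inactive = no replicate scores below -50%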;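 note: 0% = median DMSO wells and -100% = median GW8510 positive control wells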
Target sequence (P49841 whole entry, looked up): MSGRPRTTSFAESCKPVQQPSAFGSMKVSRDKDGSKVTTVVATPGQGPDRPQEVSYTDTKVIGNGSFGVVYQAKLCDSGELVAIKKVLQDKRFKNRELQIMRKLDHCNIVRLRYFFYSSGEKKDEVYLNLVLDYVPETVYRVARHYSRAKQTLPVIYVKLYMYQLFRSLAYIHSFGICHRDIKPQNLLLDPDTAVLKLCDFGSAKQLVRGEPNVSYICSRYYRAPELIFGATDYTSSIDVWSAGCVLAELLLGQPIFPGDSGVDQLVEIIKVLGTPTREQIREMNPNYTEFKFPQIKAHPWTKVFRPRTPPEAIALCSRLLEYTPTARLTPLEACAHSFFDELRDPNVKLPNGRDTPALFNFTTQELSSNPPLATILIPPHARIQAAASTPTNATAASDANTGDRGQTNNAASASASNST
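Test system: GST-tagged human GSK3beta kinase, cell-free; evaluation: activity score scaled between in-plate DMSO and GW8510 controls; measured by: ADP-Glo luminescence; incubation: 60 min reaction, RT; benchmarks: DMSO and 20 µM GW8510; reagent: peptide substrate plus 25 µM ATP (final); medium: Tris/MgCl2 kinase buffer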
PolyA inhibitor: yeast polyadenylation inhibition. S. cerevisiae SKY197-pL101 polyadenylation reporter, beta-gal luminescence; efflux-impaired pdr1/pdr3 knockout yeast; score 100 = 6 SD above DMSO. calls only at 12 µM. 300,000 tested, 0.02% active. AID 1875;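 active = lowest replicate activity score at least 50, where 100 means six control SD above control mean; inconclusive = lowest score under 50 but half or more replicates reach 50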;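 note: yeast exposed to compound for 9 h at 30 °C; higher score means more reporter readthrough which indicates perturbed polyadenylation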
IEC-6 tox: IEC-6 cytotoxicity, counter-screen for KLF5 inhibitors. luminescence viability. inhibition, % at 5 µM. 290,000 tested, 0.78% active. AID 1825; in the data active = inhibition above about 22%;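 note: 0% = plate median of test compound wells and 100% = cytotoxic reference compound wells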
The depositor's hits bear a star; i = inactive; ? = inconclusive; nt = no result given; & = joins results of further samples. These rows are one share of the data; count on the stated rates, not on these rows.

SMILES	aSyn 5UTR inh	KLF5 inhibitor	HSP90 refold inh	HSF-1 act	GSK3 alpha inh	HSF1 inhib	AI-2 QS mod	GSK3beta inhib	PolyA inhibitor	IEC-6 tox
CC(C)c1nc2ccccc2n1CCC(=O)O	15	-42	5	-39	-2	-23	18	-4	i	-4
Cc1nc(OCC(=O)c2ccc(Cl)cc2)c(C#N)c2c1COC(C)(C)C2	14	-43	4	12	-1	6	-4	0	i	1
COC(=O)C1=C(C)N(c2ccc(C)cc2)/C(=C/c2cccs2)C1=O	11	-36	2	-8	-2	7	21	2	i	-5
O=C(NCCC1=CCCCC1)C1CCC(CNc2nc(=S)[nH]c3ccccc23)CC1 (centres undefined)	99*	-2	0	11	-1	-1	16	1	i	-2
COc1ccc(OC)c(-n2c(=O)c3ccccc3c3ccccc3c2=O)c1	-23	9	-4	59*	-1	22	-4	0	i	0
Cc1nn(-c2ccccc2)c(/N=C/c2ccc(O)cc2)c1-c1ccccc1	-134	-63	1	56*	-2	28	15	4	i	-2
Cc1sc2nc(C(C)Sc3n[nH]c(N)n3)[nH]c(=O)c2c1C (centres undefined)	-1	-16	-1	-1	5	-2	30	-2	i	-1
Cc1ccnc(NS(=O)(=O)c2ccc(NC(=O)C3C4C=CC(C4)C3C(=O)O)cc2)n1 (centres undefined)	5	-12	-5	-2	1	-7	10	0	i	2
Cc1[nH]c2ccccc2c1/C=N/NC(=O)c1cccc(S(=O)(=O)Nc2cccc(C(F)(F)F)c2)c1	-27	-25	-1	6	-5	-7	38	0	i	-4
CCOC(=O)c1cc(-c2ccccc2)sc1NC(=S)Nc1cc(C)ccn1	-15	-32	1	5	nt	-1	12	-1	i	-2
COc1cc(C#N)c(NC(=S)N2CCOCC2)cc1OC	-44	-21	0	10	-1	4	-7	1	i	5
O=C(c1ccccc1Cl)c1c(O)c2ccccc2oc1=O	-1	nt	nt	-11	-3	2	-3	2	i	nt
CC(Oc1ccc(Cl)cc1)C(=O)N1CCCc2ccccc21 (centres undefined)	8	-12	-3	5	1	-2	-2	5	i	1
O=C(COC(=O)c1cccnc1Nc1cccc(C(F)(F)F)c1)NC1CCS(=O)(=O)C1 (centres undefined)	-48	8	-2	-29	1	-8	-2	-2	i	-1
COCCn1c(=O)[nH]c2cc(C(=O)NCCN3CCN(c4cccc(Cl)c4)CC3)ccc2c1=O	-2	1	1	1	-2	-2	3	3	i	-5
COc1ccccc1/C=N/NC(=O)c1csc(C)c1C	-78	-31	-13	29	nt	-2	8	-3	i	0
COc1ccc(Cc2nnc(SCC(=O)c3ccc4c(c3)OCO4)o2)cc1	11	nt	nt	-8	-2	-3	31	3	i	nt
COc1ccc(CN2CCN(c3ccccn3)CC2)c(OC)c1C	-17	0	3	-11&-17	1&-3	-6&-6	22&1	-4&3	i	0
O=C(CCn1c(=O)[nH]c2ccccc2c1=O)N1CC=C(c2ccccc2)CC1	4	-3	-3	16	-2	8	nt	nt	i	4
CC(=O)Nc1cccc(Nc2nc(-c3ccccc3F)nc3ccccc23)c1	-21	-7	3	-2	nt	2	9	0	i	2
CC(C)(C)NC(=O)CSc1nnc(-c2ccccn2)n1-c1ccccc1	-16	-18	-2	-7	0	0	9	0	i	-5
Cc1ccc2cc(CCNS(=O)(=O)c3ccc(Br)cc3)c(=O)[nH]c2c1C	-9	-18	-1	19	-3	11	15	-1	i	-2
COC(=O)c1ccc(S(=O)(=O)N2CCC(O)CC2)n1C	-9	-8	1	4	-1	-5	15	-11	i	1
Cc1[nH]c(C)c(S(=O)(=O)Nc2cccc(Cl)c2C)c1C(=O)N1CCCCC1	-5	-9	-2	20	-2	23	15	1	i	4
COc1ccc(OC)c(N(CC(=O)O)S(=O)(=O)c2ccc(OC)c(OC)c2)c1	-6	-18	4	-15	5	-3	-3	-1	i	-2
CCC(=O)c1cn(CC(=O)Nc2c(C)cccc2C)c2ccccc12	-2	-13	-1	4	3	-7	7	0	i	0
Cc1ccccc1N1CC(C(=O)Nc2ccc(S(=O)(=O)N3CCOCC3)cc2)CC1=O (centres undefined)	-13	-23	-3	9	-1	3	33	0	i	-4
CC(=O)c1cccc(NC(=O)Nc2ccc3c(c2)N(C)C(=O)CS3)c1	17	-32	-8	-13	-2	-8	-63	2	i	3
CCCCn1c(N)c(N(CC(C)C)C(=O)c2ccc(-c3ccc([N+](=O)[O-])cc3)o2)c(=O)[nH]c1=O	-15	nt	nt	15	-3	-2	40	-6	i	nt
COc1cccc(N2CCN(c3ccc4nnc(CCC(=O)Nc5ccccc5OC)n4n3)CC2)c1	-5	-14	-5	-9	-6	0	36	1	i	-1
Cc1ccc(COn2c(-c3ccc(Cl)cc3Cl)nc3ncccc32)cc1	-4	-5	4	4	-1	2	17	3	i	-1
CC(=O)c1cnc2sccn2c1=O	-6	-23	-3	12	1	5	3	-6	i	-1
Cc1ccc2nc(NC(=O)COC(=O)c3ccncc3)sc2c1	-118	-78	1	17	-1	12	-68	2	i	-7
COc1cc(OC)c(C2=NOC(C(=O)N3CCN(C(=O)c4ccco4)CC3)C2)cc1Cl (centres undefined)	-3	17	1	3	-1	1	37	0	i	1
O=C(CCC(=O)Nc1ccccc1)NCCO	23	-17	2	-4	0	-1	3	1	i	1
O=C(NC1CCCCCCC1)c1cccnc1	-39	-15	-4	7	-5	0	2	2	i	-4
CC1(C)CC(=O)C(C=Nc2ccc(C(=O)c3ccccc3)cc2N=CC2=C(O)CC(C)(C)CC2=O)=C(O)C1	-12	-8	3	?	-1	52	14	2	i	4
CCOC(=O)c1c(NC(=O)CSc2nnnn2C)sc(C)c1-c1ccc(C)cc1	-3	-30	-1	28	-3	10	25	-1	i	4
CC(=O)c1ccc(NS(=O)(=O)c2cc3c(cc2C)N(C)CCO3)cc1	15	-37	-2	11	10	3	11	-19	i	4
O=C1c2ccccc2C(=O)c2[nH]c(=O)[nH]c21	93*	47	24*	42	4	30	3	3	i	101*
O=C(CCC(=O)OCC(=O)c1ccc(Br)cc1)NC1CCCCC1	-7	-10	-4	-8	-1	-7	10	-1	i	-1
CC(C)OCCCN(C)C1CCN(S(=O)(=O)c2ccc(-c3cc(C(F)(F)F)no3)s2)CC1	31	3	-4	5	3	-1	15	-1	i	0
Cc1cccn2c(CN3CCNC(=O)CC3)c(C(=O)N(C)CCc3ccccc3)nc12	5	-17	-1	0	0	0	5	-1	i	2
Cc1ccc(N2CC(C(=O)OCC(=O)C(C)(C)C)CC2=O)cc1C (centres undefined)	-17	-7	3	nt	1	nt	18	-1	nt	-3
CC1(C)CC(NS(=O)(=O)OCC(Cl)(Cl)Cl)c2cc(C#N)ccc2O1 (centres undefined)	13	-26	-6	5	3	0	12	-7	i	-5
CCOC(=O)Cc1csc(NC(=O)CSc2ncnc3c2cnn3-c2ccc(OC)cc2)n1	-53	-7	2	17	2	10	-8	4	i	2
Cc1ccc2nc(CSc3nnc(Nc4ccccc4F)s3)cc(=O)n2c1	12	-19	1	12	4	3	-3	0	i	-1
Cc1ccc(/C=C2/C(=O)N=C(N)N2C)s1	1	-9	2	-3	4	-1	12	2	i	-6
Cc1cc(C)n(-c2ccc(Cl)c(C(=O)O)n2)n1	16	-18	1	8	-2	-1	18	1	i	-4
CN(CC(=O)Nc1ccc(N2CCOCC2)cc1)C(=O)c1cc(F)c(F)cc1Cl	-6	nt	nt	-6	-1	-4	16	1	i	nt
COc1cc(CNCCCN2CCOCC2)ccc1OCC(=O)Nc1cccc(C(F)(F)F)c1	-33	-3	-5	13	nt	-3	15	-1	i	3
CC(C)C(c1nnnn1C1CCCC1)N1CCc2ccccc21 (centres undefined)	15	4	5	nt	nt	nt	14	-2	nt	13
COC(=O)c1sccc1-n1cccc1C(=O)C(=O)N1CC(C)OC(C)C1 (centres undefined)	-5	-3	-2	-13	1	2	-12	2	i	1
O=C(Nc1ccc(F)cc1F)N1CCC(c2nc3ccccc3o2)CC1	10	3	-4	11	-2	3	0	9	i	-1
O=[N+]([O-])c1cc(S(=O)(=O)N2CCCC2)ccc1O	12	6	2	-17	-1	-7	26	7	i	2
CC(=O)c1c(C)[nH]c(C(=O)OCC(=O)N(C)C)c1C	6	-51	-5	-16	-1	-7	42	-3	i	0
COC(=O)c1c(NC(=O)c2c(OC)cccc2OC)sc2c1C(C(=O)OC)CC2 (centres undefined)	17	-35	-2	-1	4	5	5	1	i	-2
CCCCn1c(=O)cc(C)n(-c2ccccc2)c1=O	6	nt	nt	6	1	-5	17	-4	i	nt
O=C(Cn1cc[n+](Cc2ccccc2)c1)c1ccc([N+](=O)[O-])cc1	22	-22	6	20	-3	-5	18	2	i	7
O=C(/C=C/c1cccc([N+](=O)[O-])c1)Nc1ccccc1N1CCOCC1	8	-24	0	17	1	3	7	7	i	-2
(more compounds)
SMILES	aSyn 5UTR inh	KLF5 inhibitor	HSP90 refold inh	HSF-1 act	GSK3 alpha inh	HSF1 inhib	AI-2 QS mod	GSK3beta inhib	PolyA inhibitor	IEC-6 tox
Cc1cccc(-c2oc3ccc(-c4ccc5c(c4)OCO5)cc3c2/C=C/c2ccc(N)cc2)c1	-28	1	3	1	0	6	9	1	i	0
Cc1ccc(NS(=O)(=O)c2cccc([N+](=O)[O-])c2)nc1	10	12	3	-12	1	2	14	-1	i	0
CCC(C(=O)OC(C)C(=O)Nc1ccc(Cl)cn1)c1ccccc1 (centres undefined)	27	-18	-5	7	-1	-10	10	0	i	-4
CC(C)N(Cc1ccccc1)C(=O)CCc1ccccc1	12	-9	-2	-11	0	-3	6	-24	i	-18
COc1cc(C(=O)Oc2ccc3c(c2)OCC3=O)cc(OC)c1OC	14	1	2	4	-1	8	19	-2	i	1
CCOC(=O)C1=C(C)N=c2s/c(=C\c3ccncc3)c(=O)n2C1c1ccc2c(c1)OCO2 (centres undefined)	-31	-25	2	25	0	12	10	-2	i	0
COc1ccc(CCC(=O)Nc2ccc(C)c([N+](=O)[O-])c2)cc1	-1	-17	1	14	-1	3	-1	-4	i	5
Cc1cc(NC(=O)C2CCCCC2C(=O)O)ccc1NC(=O)c1ccccc1 (centres undefined)	-10	-13	4	-8	3	-7	0	4	i	4
C=CC(=C)CC(NC)c1ccccc1 (centres undefined)	-18	-11	1	0	0	-12	23	0	nt	3
Cc1nc(Cl)sc1C(=O)Nc1ccccc1	-67	-11	-2	8	1	-2	14	-5	i	-3
O=C(CN1CCCC1)Nc1cc(C(F)(F)F)cc(C(F)(F)F)c1	10	-5	3	-5	0	-10	7	-1	i	2
CCOc1cc(CNn2nnnc2N)ccc1OCC(=O)NC(C)(C)C	-15	14	-1	39	-3	0	31	-2	i	1
Cc1c(C(=O)OC2CCCCC2)[nH]c2c1C(=O)CC(C)(C)C2	-52	-14	5	14	2	12	11	-2	i	8

Screening data: PubChem, several laboratories
